V-ATPase pH: yeast V-ATPase proton transport regulation by pHLuorin; S. cerevisiae, pHLuorin cytosolic pH fluorescence; response, % at 10 µM; 350,000 tested, 0.37% active; in the data active = response mostly above about 7.3%, no sharp cut-off; inactive = mostly below about 5.4%; also: actives read high; inactives centre near 0; some compounds called inactive have numbers as strong as hits; reference of the scale not given here
Keap1 Nrf2 FP: Keap1-Nrf2 (human) interaction inhibition; inhibition, % at 9.4 µM; Q14145; Keap1 Kelch-Nrf2 peptide fluorescence polarization, 1536-well; 340,000 tested, 0.15% active; in the data active = inhibition above about 12%; inconclusive = no clear call, values can overlap the other calls; inactive = below about 7.3%;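 also: human Keap1 Kelch domain with fluorescein labeled Nrf2 9mer peptide probe; 0% = neutral control wells and 100% = peptide positive control; higher means more block of Keap1 binding to Nrf2 peptide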
Arr AP2 block: blocks beta-arrestin peptide binding to AP2 adaptin. 340,000 tested, 0.31% active. FITC-arrestin peptide / GST-AP2 beads, flow cytometry; AP2 beta2 appendage carries R879A mutation. inhibition, % at 10 µM;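 active = inhibition above a set limit, near 3 SD of compounds lacking own fluorescence, cut at about 54% in these data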;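 also: plate controls were DMSO wells for no effect and 5 µM unlabelled arrestin peptide for full effect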
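System: GST-AP2 R879A glutathione beads | Also added: FITC-arrestin peptide, 50 nM | Times: 12 min plus 1 h, RT | Signal: Bead flow cytometry, FITC channel | Buffer or medium: PBS with 0.05% Tween 20 and 0.1% BSA | Read-out basis: Percent drop in bead-associated FITC signal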
DSG3 Ab inh: inhibitors of pemphigus antibody binding to human desmoglein-3. DSG3-coupled beads, scFv-anti-DSG3-GFP binding, flow cytometry; stronger effect = lower value. binding (percent of control), % at 10 µM. 310,000 tested, 0.48% active;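 active = binding more than 3 SD below its plate's average and above zero; inconclusive = below that plate limit but binding exactly zero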;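 also: hits lower antibody fragment binding to DSG3; some compounds called inactive have numbers as strong as hits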
Wnt bcat act: Wnt/beta-catenin pathway activation | Wnt/beta-catenin reporter cell assay, activator, plate reader | activation, % at 9.35 µM | 300,000 tested, 1.2% active; in the data active = activation above about 30%, passing the limit was not always enough; inconclusive = no clear call, values can overlap the other calls;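 also: 0% = neutral control wells and 100% = positive control wells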
OPRM1-OPRD1 ag: agonists of human mu-delta opioid receptor heterodimerization; P35372+P41143; 340,000 tested, 0.3% active; cells, OPRM1-OPRD1 heterodimerization, luminescence; activation, % at 9.3 µM; in the data active = activation above about 18%;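 also: 0% = vehicle-treated cells and 100% = reference agonist; values of inactives mirror those of a sister screen read the other way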
Target sequence (P35372 whole entry, looked up): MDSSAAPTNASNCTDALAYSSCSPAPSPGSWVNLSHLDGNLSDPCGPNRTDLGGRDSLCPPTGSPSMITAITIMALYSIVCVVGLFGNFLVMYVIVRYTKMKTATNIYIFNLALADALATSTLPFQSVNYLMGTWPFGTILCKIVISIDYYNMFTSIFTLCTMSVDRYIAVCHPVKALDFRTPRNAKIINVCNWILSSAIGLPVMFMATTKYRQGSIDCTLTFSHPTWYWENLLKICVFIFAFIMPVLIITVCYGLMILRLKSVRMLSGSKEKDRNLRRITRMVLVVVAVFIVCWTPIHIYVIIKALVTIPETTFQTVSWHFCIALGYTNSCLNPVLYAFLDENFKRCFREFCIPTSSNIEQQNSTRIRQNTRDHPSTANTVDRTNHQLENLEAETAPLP
Target sequence (P41143 whole entry, looked up): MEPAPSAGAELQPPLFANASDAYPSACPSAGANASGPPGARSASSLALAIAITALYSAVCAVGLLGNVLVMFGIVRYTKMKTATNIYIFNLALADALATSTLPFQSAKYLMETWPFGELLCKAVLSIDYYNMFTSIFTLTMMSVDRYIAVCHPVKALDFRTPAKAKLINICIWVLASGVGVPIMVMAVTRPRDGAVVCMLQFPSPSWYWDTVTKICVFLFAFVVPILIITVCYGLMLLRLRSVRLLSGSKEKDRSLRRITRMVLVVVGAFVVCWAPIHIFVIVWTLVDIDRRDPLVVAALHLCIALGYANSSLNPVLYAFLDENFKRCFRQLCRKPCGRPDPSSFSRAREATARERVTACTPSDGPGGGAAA
RTF Ca sens inh: cardiac RTF calcium desensitization; 340,000 tested, 0.12% active; inhibition, % at 7.15 µM; IANBD-labeled cardiac RTF, Ca2+ fluorescence; P19429+P45379;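 active = inhibition above the mean inhibition of all tested compounds plus 3 SD, cut at about 17% in these data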;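 also: assay run at fixed EC70 calcium of 1.6 mM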
MOR-DOR inv ag: inverse agonist of human OPRM1-OPRD1 heterodimerization. cell-based MOR-DOR heterodimer luminescence, inverse agonism. P35372+P41143. inhibition, % at 9.3 µM. 340,000 tested, 0.21% active. AID 504357; in the data active = inhibition above about 22%, passing the limit was not always enough;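 also: 0% = cells with DMSO and 100% = wells without cells with DMSO; values of inactives mirror those of a sister screen read the other way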
cardiac RTF act: increases calcium sensitivity of human cardiac regulated thin filaments | activation, % at 7.2 µM | P19429+P45379 | AID 493008 | IANBD-labeled TnC RTF fluorescence at EC20 calcium; 0% EC20 calcium, 100% full calcium | 340,000 tested, 0.24% active;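 active = activation above the mean over all tested compounds plus 3 SD, cut at about 30% in these data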;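 also: rise in fluorescence read as greater calcium sensitivity of cardiac thin filaments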
LANA DNA inh: blocks KSHV LANA C-terminal domain binding to DNA; 340,000 tested, 0.078% active; MBP-C-LANA/FAM-LBS DNA binding, fluorescence polarization; inhibition, % at 9 µM; AID 504423;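 active = highest replicate inhibition at or above 60% at 9 µM, even if other replicates fall short; inactive = all replicates below 60% inhibition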;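 also: 0% = neutral control wells and 100% = 4 µM acridine orange control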
* hit, by the source's call; ? = inconclusive; . = no result given.

SMILES	V-ATPase pH	Keap1 Nrf2 FP	Arr AP2 block	DSG3 Ab inh	Wnt bcat act	OPRM1-OPRD1 ag	RTF Ca sens inh	MOR-DOR inv ag	cardiac RTF act	LANA DNA inh
Cc1ccccc1-c1nnc(CN2CCC(C)CC2)o1	5	-7	3	103	1	0.6	-12	-3	1	4.7
Cc1cc(C(=O)N(C)CC(=O)Nc2ccc(Cl)c(C(F)(F)F)c2)no1	-11	-4	-5	100	1	-3.6	5	17	7	-2.7
COc1ccccc1N1CCN(S(=O)(=O)c2cccc3nsnc23)CC1	-6	1	8	97	.	-2.8	2	15	-5	0.7
C=C(c1ccccc1Cl)[n+]1ccccc1	3	-4	-8	96	-4	-0.8	-3	4	-2	-1.4
COc1cc2c(cc1OC)C(C(C)C)=NC(C)(C)C2	-1	-1	4	98	-1	-4.0	-4	19	0	-1.7
Cc1cc(Nc2ncc(Cl)cc2Cl)n(-c2ccccc2)n1	4	1	-7	102	0	-1.9	-9	11	-4	3.4
O=C(CCc1nnc(CCC2CCCCC2)o1)NCCn1cccn1	3	-2	24	101	-1	-2.2	0	12	0	2.5
CCOc1ccc(-c2nnc(-c3ccco3)o2)cc1	0	-2	55*	118	.	0.8	-6	-5	-10	-8.9
Cc1cc(/C=C(\C#N)C(=O)NCc2cccs2)c(C)n1-c1ccc([N+](=O)[O-])cc1	-3	-5	17	103	-5	0.9	-6	-5	-2	-0.2
O=C(Nc1ccccc1)Nc1ncc([N+](=O)[O-])s1	0	3	4	116	5	-2.7	6	14	-3	15
O=C(Nc1ccccc1Br)C1CCCN1S(=O)(=O)c1cccc2nsnc12 (centres undefined)	1	0	-8	100	0	-1.7	-4	8	6	0.4
O=C(Nc1nc(-c2ccc(S(=O)(=O)N3CCCCCC3)cc2)cs1)c1cccs1	2	1	-3	91	-5	4.8	-6	-28	0	-0.6
CCn1cc(C(=O)NCc2cccs2)c(=O)c2ccc(C)nc21	4	-2	13	86	.	-0.8	-6	3	-4	-1.7
O=C(C(=O)N1CCCC1)c1c(-c2ccccc2)[nH]c2ccccc12	2	-5	-20	104	-4	-2.5	-12	14	-2	0.0
C#CCNC(=O)C1=C[C@@H](c2ccc3c(c2)OCO3)[C@H](CCCO)[C@@H](OCC)O1	-7	3	3	100	0	-1.9	5	11	2	-0.5
Cc1ccc2c(c1)C(=O)CCN2	6	-7	26	91	-2	-1.3	-21	8	0	5.3
COc1ccc(CNC(=O)COC(=O)[C@@H]2CCCN2C(=O)c2cccs2)cc1	1	-5	6	97	13	-1.5	-8	8	-1	1.6
O=C1N=c2ccccc2=C1c1sc(=S)n(NC(=O)c2cccc(O)c2)c1O	1	1	-8	95	-1	2.7	0	-15	-4	-0.9
Cc1cc(C)n(CC(=O)NC2C(=O)N3C(C(=O)O)=C(CSc4nnc(C)s4)CSC23)n1 (centres undefined)	5	-10	9	101	-1	-3.0	-19	14	8	0.6
Cc1ccc2oc(=O)c3cnn(CC(=O)NCCc4ccsc4)c3c2c1	1	-2	17	86	0	-2.0	0	11	-1	0.2
CC(=O)N(c1nnc(-c2cccc(C)c2)s1)C1CCCC1	4	1	20	108	9	-1.2	2	7	-1	0.1
CCC(=O)n1nc(-c2ccc(OC)cc2)nc1NCc1cccs1	-55	-3	-28	101	8	-2.0	6	9	-4	1.6
O=C(C1CCCO1)N1CCN(c2ccc(F)cc2)CC1 (centres undefined)	1	-1	-2	102	-7	-1.6	-10	8	5	-2.7
CN(C)c1ccc(/C=C/C(=O)c2ccc3c(c2)OCO3)cc1	1	-113	-9	150	7	-0.5	-104	2	92*	3.4
Nc1ccc(-n2nncc2-c2ccccc2)cc1	-3	0	-1	102	.	-1.2	4	7	6	-0.9
O=C1NN(c2ccccc2)C(=O)/C1=C\c1ccccc1	-5	-2	39	116	3	0.2	-5	-1	-2	1.9
CCOc1ccccc1OCC(=O)Nc1cc(C)on1	2	-3	-24	.	0	-1.6	1	6	-3	-1.3
CN(c1ccccc1)S(=O)(=O)c1cccc(NC(=O)CCN2C(=O)C3CCCCC3C2=O)c1 (centres undefined)	1	2	1	100	-1	0.8	-6	-4	-3	-5.9
CC(C)CCNC(=O)NC(=O)CSc1nnc(-c2ccccc2F)n1N	-1	1	1	.	.	-0.2	-24	1	2	-0.6
COc1cc2c(cc1N)-c1ccc(N)cc1C2	3	-1	21	87	3	2.3	-9	-10	2	3.5
Cc1ccccc1NC(=O)COC(=O)c1ccccc1SCC(=O)N1CCCC1	1	-3	5	110	-1	0.9	-1	-4	-2	-0.2
CC1CCN(S(=O)(=O)c2ccc3c(c2)oc(=O)n3CC(=O)N2c3ccccc3CC2C)CC1 (centres undefined)	-2	-4	20	101	-3	0.4	-5	-2	5	-0.6
CN(Cc1nccn1C)C(=O)c1cc(COc2ccc3ncccc3c2)on1	1	-2	-12	106	0	-1.7	-5	8	-4	0.5
COc1ccc(CNC(=O)C2CC(O)CN2C(=O)Nc2ccccc2)cc1 (centres undefined)	5	2	13	112	2	-0.3	-12	2	12	-0.9
CCOc1ccccc1NC(=O)C(OC(=O)c1ccccc1)c1ccccc1 (centres undefined)	-1	1	2	106	.	6.0	-14	-32	-3	-1.0
CCOC(=O)C1CCN(C(=O)CC2(CC(=O)O)CCCC2)CC1	8	2	-5	98	-1	-3.3	5	18	-5	0.5
Cc1ccc(S(=O)(=O)N2CCCC2c2nc3ccccc3s2)cc1 (centres undefined)	-2	-5	8	.	-4	-0.4	5	2	-4	1.6
CCOc1ccc(N(CC(=O)NN=C2CCCC2)S(C)(=O)=O)cc1	8	-4	2	104	5	2.0	-4	-10	-2	-1.4
O=C(NC(=S)Nc1cc([N+](=O)[O-])ccc1O)c1ccc2c(c1)OCO2	-3	1	3	108	?	-3.1	-7	16	-2	-0.3
N=c1oc2cc(O)ccc2cc1C(=O)Nc1nc2ccccc2s1	2	-2	-10	99	23	0.0	-15	0	11	2.9
Cn1c(SCC(=O)Nc2ccc3c(c2)CCC3)nnc1C1CC1	-3	-3	-12	108	0	-3.4	-6	13	2	2.9
O=C(CNC(=O)c1ccncc1)N/N=C/c1ccccc1[N+](=O)[O-]	2	6	9	105	3	0.4	7	-3	0	0.6
Cc1cccc(C)c1NC(=O)CCn1cnc2ccccc2c1=O	-1	-4	-4	96	1	-1.4	-4	8	-1	0.6
COc1cccc(C(=O)N2CCN(Cc3ccccn3)CC2)c1OC	-1	-3	3	99	.	-1.5	6	9	5	-0.4
CC(C)CC(=O)Nc1nc2c(c(=O)[nH]1)CCCC2	-1	-1	1	101	.	0.2	-10	-1	6	0.0
COc1ccc(NC(=O)CN(C)C2CCS(=O)(=O)C2)cc1 (centres undefined)	-1	-4	4	94	-3	-1.5	-2	6	0	-0.8
COc1ccccc1NCC(O)Cn1c2ccccc2c2ccccc21 (centres undefined)	-6	-2	11	96	-6	6.6	-6	-34	0	-0.6
Cn1c(SCC(=O)Nc2ccc(F)cc2)nnc1-c1cccnc1	1	-7	-4	101	-8	-1.0	-3	6	-2	0.5
O=C(CSCC(=O)OCC(=O)c1ccc(Br)cc1)Nc1ccc(Br)cc1	-2	-7	17	.	-3	2.0	-18	-12	3	1.6
O=C(O)/C=C/c1coc2ccc(F)cc2c1=O	1	7	-14	95	.	-2.5	-14	11	12	2.2

(continued)
SMILES	V-ATPase pH	Keap1 Nrf2 FP	Arr AP2 block	DSG3 Ab inh	Wnt bcat act	OPRM1-OPRD1 ag	RTF Ca sens inh	MOR-DOR inv ag	cardiac RTF act	LANA DNA inh
Cc1ccccc1-c1nnc(-c2ccc(Br)cc2)o1	-1	2	22	77	44*	-0.7	-5	4	3	-1.7
O=C(CCN1CCN(C(c2ccccc2)c2ccccc2)CC1)N/N=C/c1ccc(O)cc1	-1	0	-2	99	-2	0.3	-8	-2	-7	-0.1
CC(=O)Nc1ccc(NC(=O)C/C(C)=N/NC(N)=S)cc1	-1	-9	-1	103	1	-2.4	4	12	0	1.6
CN(C)S(=O)(=O)Oc1ccsc1C(=O)Nc1ccccc1Cl	-5	1	20	.	3	-0.4	-11	3	3	-1.0
Cc1ccc2cccc(OCC(=O)NCCC3=CCCCC3)c2n1	-3	-3	-8	103	.	-0.7	5	3	1	-0.8
O=C(Nc1c2c(nn1-c1ccc([N+](=O)[O-])cc1)CS(=O)(=O)C2)c1ccco1	4	2	-4	102	0	-1.4	-6	8	2	1.2
O=C(N/N=C/c1cn(CC(=O)N2CCOCC2)c2ccccc12)c1cccnc1	0	5	10	.	1	-2.0	-7	10	1	-0.2
COc1ccc(-c2nnc(SC(C)C(=O)Nc3ccc4c(c3)OCCO4)o2)cc1 (centres undefined)	0	-1	-3	.	.	-2.1	-8	10	-2	-2.7
O=C(NCc1ccccc1)c1cnc(-c2ccccn2)nc1C(F)(F)F	0	-4	0	104	7	-0.1	-7	0	9	1.2
O=C(O)c1cccc(COc2ccc(CO)cc2Cl)c1	-73	-5	-10	120	0	-0.9	-5	5	5	1.0

3 entries out of the list above, arranged by their value in cardiac RTF act, highest first:
SMILES	V-ATPase pH	Keap1 Nrf2 FP	Arr AP2 block	DSG3 Ab inh	Wnt bcat act	OPRM1-OPRD1 ag	MOR-DOR inv ag	cardiac RTF act	LANA DNA inh
O=C(NCc1ccccc1)c1cnc(-c2ccccn2)nc1C(F)(F)F	0	-4	0	104	7	-0.1	0	9	1.2
Cc1ccccc1-c1nnc(-c2ccc(Br)cc2)o1	-1	2	22	77	44*	-0.7	4	3	-1.7
Cc1ccc2cccc(OCC(=O)NCCC3=CCCCC3)c2n1	-3	-3	-8	103	.	-0.7	3	1	-0.8

The listing continues.
SMILES	V-ATPase pH	Keap1 Nrf2 FP	Arr AP2 block	DSG3 Ab inh	Wnt bcat act	OPRM1-OPRD1 ag	RTF Ca sens inh	MOR-DOR inv ag	cardiac RTF act	LANA DNA inh
COC(=O)c1cn(-c2ccccc2)nc1-c1ccc(OC)c(OC)c1	-6	0	9	92	1	-2.2	-8	11	5	0.0
COc1ccc(C2C(C(C)=O)=C(O)C(=O)N2Cc2ccccc2)c(OC)c1 (centres undefined)	-4	-2	-2	100	3	-1.5	-11	7	-2	-0.8
O=C(C[C@@H]1C/C=C\C[C@H](NC(=O)OCC2c3ccccc3-c3ccccc32)C(=O)OC[C@H]2CCCN2C1=O)N[C@H](CO)Cc1ccccc1	3	0	-15	105	-5	-3.5	-6	16	0	-0.8
COc1ccc2cc(N=Cc3nc(-c4ccc(C)cc4)oc3O)cnc2c1	-1	2	-6	100	0	-2.7	-9	15	-5	12
COc1ccc(CNc2nc3nc(C)c(Cl)c(=O)n3[nH]2)cc1OC	0	-6	0	.	-3	-0.6	-1	4	-8	1.2
CC(C)NC(=O)COc1coc(CN2CCN(c3ccccc3F)CC2)cc1=O	-1	4	-8	.	0	-1.6	-10	9	3	1.5
CC1CCN(c2c(NCc3ccc(C(=O)N(C)C4CCCCC4)cc3)c(=O)c2=O)CC1	-4	1	5	95	-9	-2.1	6	11	5	0.5
O=C(CCc1nc2ccccc2c(=O)[nH]1)OCc1ccccc1F	2	-6	-2	95	3	-0.2	-14	1	-3	-0.1
COC(=O)c1cn(C(=O)c2cc(Br)ccc2Cl)c2ccccc12	0	5	3	104	0	-1.2	-2	6	4	0.8
